Screening data as filed in PubChem.
NCF1 inh: p47phox/p22phox peptide binding inhibitors, primary screen, biochemical, uHTS, NADPH oxidase regulatory subunit; fluorescence polarization, 2 h; inhibition, % at 24.7 µM; 220,000 tested, 0.53% active; AID 1274, 2008;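 active means inhibition above about 30%, limit read from the data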;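 further: 0% = p47phox with labelled peptide and 100% = labelled peptide alone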
Target sequence (P14598 whole entry, looked up): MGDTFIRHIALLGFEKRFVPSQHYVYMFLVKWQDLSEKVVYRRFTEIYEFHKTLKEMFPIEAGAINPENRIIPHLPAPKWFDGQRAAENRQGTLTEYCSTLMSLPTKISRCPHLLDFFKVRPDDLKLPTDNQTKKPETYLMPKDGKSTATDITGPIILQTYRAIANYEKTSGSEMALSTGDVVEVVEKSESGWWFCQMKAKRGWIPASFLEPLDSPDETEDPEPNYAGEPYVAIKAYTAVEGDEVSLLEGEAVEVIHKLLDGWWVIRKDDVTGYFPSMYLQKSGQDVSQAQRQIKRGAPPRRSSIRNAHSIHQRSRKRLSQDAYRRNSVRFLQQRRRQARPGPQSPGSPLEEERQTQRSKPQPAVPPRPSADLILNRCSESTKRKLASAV
Mdm2 ligase inh: MDM2-luciferase reporter signal enhancers, primary screen, MDM2 E3 ligase inhibitor project, cell-based, luminescence, 1536-well; E3 ubiquitin-protein ligase Mdm2 (Homo sapiens), Q00987; cell-based MDM2 ubiquitination luciferase reporter, 2 h; 0 = plate control, 100 = twice control, blank-subtracted; signal enhancement, % at 5 µM; 210,000 tested, 0.11% active; AID 1230, 2008;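 active means signal enhancement of 30% or more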;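 further: luminescence tracks abundance of the self-degrading MDM2-luciferase fusion protein; higher signal means inhibition of MDM2 E3 ligase activity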
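Material: Stable MDM2–luciferase fusion reporter cells | Amount: 2000 cells seeded into each well | Dosing: One concentration, 5 µM, with 0.2% DMSO | Incubation: 4 h cell settling then 2 h compound exposure, 37 °C | Measured by: Luciferase luminescence | Read-out basis: % enhancement relative to plate controls after blank subtraction | Benchmarks: Control and blank well means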
EBV gp42 inh: Epstein-Barr virus gp42 inhibitors, primary screen, biochemical, uHTS, fluorescence polarization; Glycoprotein 42 (Epstein-Barr virus (strain AG876)), Q1HVG2; Fluorescence polarization binding assay, mP read-out; inhibition, % (tested at 21.74 µM); 220,000 tested, 0.42% active; in the data active means inhibition above about 50%
Target sequence (Q1HVG2 whole entry, looked up): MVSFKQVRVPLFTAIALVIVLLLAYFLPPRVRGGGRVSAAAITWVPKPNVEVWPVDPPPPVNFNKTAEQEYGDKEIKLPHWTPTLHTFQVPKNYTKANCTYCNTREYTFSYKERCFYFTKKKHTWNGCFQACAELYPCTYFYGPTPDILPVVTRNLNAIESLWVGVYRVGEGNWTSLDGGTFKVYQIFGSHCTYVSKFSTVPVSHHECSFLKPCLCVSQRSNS
PPC-1+TRAIL kill: compounds killing PPC-1 cancer cells with TRAIL present, primary screen, TRAIL potentiator project, ATPLite luminescence, uHTS. PPC-1 cells + TRAIL, ATPLite viability luminescence. cell killing (% activity), % at 4 µM. 220,000 tested, 0.41% active. AID 1443, 2008;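 active means cell killing above 50% in the first pass at 4 µM, then a duplicate retest at 5 µM averaging 50% or more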;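 further: plate controls were cells with TRAIL plus DMSO for no effect and medium-only wells lacking cells for full effect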
zfTRPN1 agonist: zebrafish TRPN1 channel agonists, primary screen, cell-based, HEK293, calcium fluorescence; activation, % at 3 µM; transient receptor potential cation channel N1 (TRPN1/NompC), Danio rerio; AID 1424, 2008; 220,000 tested, 0.18% active; HEK293 zebrafish TRPN1-YFP, Fluo-8 calcium fluorescence; 100% = response to 87 µM carbachol;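 active means activation above its plate's cutoff, the mean activation of test wells on that plate plus 3 SD, cut at about 19% in these data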;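 further: 0% = DMSO alone and 100% = 87 µM carbachol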
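System: zebrafish TRPN1-YFP in HEK293 cells / Dosing: 3 µM single point / Timing: dye loading 1 h at 37 °C, then 30 min room temperature / Signal: Fluo-8 calcium fluorescence, excitation 470-495 nm, emission 515-575 nm / Read-out basis: percent activation from peak over basal fluorescence ratio, control-normalized / Control set: high carbachol 87 µM, low DMSO alone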
CHOP inhibitor: inhibitors of CHOP promoter induction, primary screen, cell-based, unfolded protein response, luciferase reporter | CHO-K1 CHOP-promoter luciferase, tunicamycin-induced, 15-18 h | inhibition, % at 10 µM | 220,000 tested, 3.8% active | AID 2732, 2010;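 active means compounds that reduced the stress-induced luciferase reporter signal by more than about 70% of percent inhibition, limit read from the data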;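 further: 0% = tunicamycin plus vehicle and 100% = wells without tunicamycin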
TNF death inh: inhibitors of TNF-alpha triggered necroptosis, primary screen, cell-based, Jurkat FADD-/-, single concentration | Jurkat FADD-/- TNF necroptosis rescue, ATP luminescence, 24 h; 0 = TNF only, 100 = no-TNF cells | activation (protection from cell death), % at 10 µM | 220,000 tested, 0.068% active;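 active means activation, meaning protection from cell death, of at least 50% relative to plate controls; inactive means activation below 50%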;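 further: necroptosis triggered by 40 ng/mL TNF-alpha added together with compound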
TRPML3 agonist: human TRPML3 channel agonists, primary screen, cell-based, HEK293 TRPML3-YFP, Fluo-8 calcium fluorescence, 3 µM; activation, % at 3 µM; Mucolipin-3 (Homo sapiens), Q8TDD5; 100% = the carbachol control signal; 220,000 tested, 0.29% active;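 active means activation above its plate's cutoff, the mean activation of the plate's test wells plus 3 SD, cut at about 12% in these data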;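 further: 0% = DMSO only wells and 100% = carbachol wells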
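Test system: TRPML3-YFP stable HEK293 cells. Doses: single point at 3 µM. Incubation: dye loading 1 h 37 °C then 30 min ambient, 125 s read. Signal: Fluo-8 calcium dye fluorescence, ex 470-495, em 515-575 nm. Measure: percent activation from peak-to-basal fluorescence ratio, scaled between DMSO and carbachol.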
Runt-SMMHC FRET: inhibitors of RUNX1 Runt–CBFb-SMMHC binding, primary screen, biochemical, FRET, Cerulean-Runt, Venus-CBFb-SMMHC, uHTS. Cerulean-Runt/Venus-CBFb-SMMHC FRET ratio 530/480, 1 h. Runt-related transcription factor 1 (Homo sapiens) + Core-binding factor subunit beta …. 220,000 tested, 0.74% active. inhibition, % at 20 µM;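 active means mean inhibition across duplicate retests at 20 µM reaching about 50%, limit read from the data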;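 further: 0% = DMSO wells and 100% = wells with excess untagged CBFb-SMMHC; inhibitors lower the FRET ratio by blocking Runt binding to CBFb-SMMHC; some results filed as inactive read as strong as hits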
Active calls of the source: *. Compounds as they come, and some 5.9% of all compounds hit somewhere here.

For O=C(O)CCCNS(=O)(=O)c1ccc2c(c1)OCCCO2 the results were NCF1 inh 3, Mdm2 ligase inh -20, EBV gp42 inh 2, PPC-1+TRAIL kill 37, zfTRPN1 agonist 1.2, CHOP inhibitor 10, TNF death inh 2.0, TRPML3 agonist 0.8 and Runt-SMMHC FRET 3.
Cc1nn(-c2ccccc2)c(Cl)c1/C=C1/C(=N)N2N=C(C(C)C)SC2=NC1=O was read as NCF1 inh -8, Mdm2 ligase inh 2, EBV gp42 inh -16, PPC-1+TRAIL kill -5, zfTRPN1 agonist -0.7, CHOP inhibitor 33, TNF death inh -2.4, TRPML3 agonist -0.2 and Runt-SMMHC FRET 6.
For Cc1ccnc2nc(C(=O)OCC(=O)NCCc3ccccc3)nn12 the results were NCF1 inh -13, Mdm2 ligase inh 2, EBV gp42 inh -14, PPC-1+TRAIL kill 17, zfTRPN1 agonist 2.9, CHOP inhibitor 14, TNF death inh 2.1, TRPML3 agonist 0.8 and Runt-SMMHC FRET -3.
CCOC(=O)COc1ccc(S(=O)(=O)N2CCN(C(=O)OCC)CC2)cc1 was read as NCF1 inh -7, Mdm2 ligase inh 0, EBV gp42 inh -1, PPC-1+TRAIL kill -15, zfTRPN1 agonist -0.1, CHOP inhibitor 18, TNF death inh -0.1, TRPML3 agonist 0.6 and Runt-SMMHC FRET 0.
`COC(=O)CN1C2=NCCCN2c2ccccc21` gave NCF1 inh 5, Mdm2 ligase inh 0, EBV gp42 inh -21, PPC-1+TRAIL kill 7, zfTRPN1 agonist 1.2, CHOP inhibitor -24, TNF death inh 0.3, TRPML3 agonist 0.9 and Runt-SMMHC FRET -6.
`O=C(Nc1nnc(-c2cccs2)o1)C1CC1` gave NCF1 inh -2, Mdm2 ligase inh -9, EBV gp42 inh -7, PPC-1+TRAIL kill 20, zfTRPN1 agonist -0.8, CHOP inhibitor -4, TNF death inh -0.9, TRPML3 agonist 0.9 and Runt-SMMHC FRET -2.
Screening O=c1[nH]n(-c2ccccc2)c(=O)c(Cl)c1Cl returned NCF1 inh 0, Mdm2 ligase inh -6, EBV gp42 inh -12, PPC-1+TRAIL kill -6, zfTRPN1 agonist 2.0, CHOP inhibitor 0, TNF death inh -2.6, TRPML3 agonist 0.9 and Runt-SMMHC FRET 1.
`CCc1ccc(-c2nc(-c3ccncc3)no2)cc1` gave NCF1 inh -8, Mdm2 ligase inh -6, EBV gp42 inh -7, PPC-1+TRAIL kill 18, zfTRPN1 agonist 1.4, CHOP inhibitor 44, TNF death inh -8.2, TRPML3 agonist 1.0 and Runt-SMMHC FRET 1.
`COC(=O)c1nn(-c2ccc(C)cc2)c2nnc(Cc3ccccc3)c(=O)n12` gave NCF1 inh -12, Mdm2 ligase inh 9, EBV gp42 inh -2, PPC-1+TRAIL kill 8, zfTRPN1 agonist -1.6, CHOP inhibitor -6, TNF death inh 2.2, TRPML3 agonist 0.7 and Runt-SMMHC FRET -3.
`CSc1nnc(-c2ccc(O)cc2)n1C` gave NCF1 inh -3, Mdm2 ligase inh -13, EBV gp42 inh -6, PPC-1+TRAIL kill 12, zfTRPN1 agonist 1.5, CHOP inhibitor -1, TNF death inh 0.0, TRPML3 agonist 0.8 and Runt-SMMHC FRET -38.
For CCOC(=O)N1CCN(CCC(=O)Nc2ccc(OC)cc2)CC1 the results were NCF1 inh -13, Mdm2 ligase inh -9, EBV gp42 inh -7, PPC-1+TRAIL kill 16, zfTRPN1 agonist -0.8, CHOP inhibitor -23, TNF death inh 1.3, TRPML3 agonist 0.3 and Runt-SMMHC FRET 0.
`CSc1nc(C)c2c(n1)N(c1cccc(C)c1)CC2` gave NCF1 inh -8, Mdm2 ligase inh -9, EBV gp42 inh -4, PPC-1+TRAIL kill 10, zfTRPN1 agonist -2.7, CHOP inhibitor 88*, TNF death inh -5.1, TRPML3 agonist -0.9 and Runt-SMMHC FRET -2.
For Cc1nn(CC(=O)Nc2ccccn2)c(C)c1[N+](=O)[O-] the results were NCF1 inh 2, Mdm2 ligase inh -7, EBV gp42 inh -15, PPC-1+TRAIL kill 15, zfTRPN1 agonist -0.3, CHOP inhibitor -9, TNF death inh -1.0, TRPML3 agonist 0.2 and Runt-SMMHC FRET -12.
Cc1ccc(C2(c3noc(CN4CCOCC4)n3)CCCC2)cc1 was read as NCF1 inh -3, Mdm2 ligase inh 3, EBV gp42 inh -4, PPC-1+TRAIL kill -3, zfTRPN1 agonist 0.0, CHOP inhibitor 15, TNF death inh -1.7, TRPML3 agonist 0.4 and Runt-SMMHC FRET -2.
CC(C)OC(=O)c1cc2c(ccn2-c2ccc(F)cc2)n1CC(=O)N1CCN(C(=O)c2ccco2)CC1 was read as NCF1 inh -2, EBV gp42 inh -14, PPC-1+TRAIL kill 10, zfTRPN1 agonist -1.8, CHOP inhibitor 27, TNF death inh -5.7, TRPML3 agonist -0.9 and Runt-SMMHC FRET -12.
`Cc1ccc([N+](=O)[O-])cc1N=C(c1ccc([N+](=O)[O-])cc1)N1CCOCC1` gave NCF1 inh -12, Mdm2 ligase inh -4, EBV gp42 inh -14, PPC-1+TRAIL kill 18, zfTRPN1 agonist -0.3, CHOP inhibitor -28, TNF death inh -0.2, TRPML3 agonist 1.0 and Runt-SMMHC FRET -3.
For COc1ccc(Br)cc1S(=O)(=O)N1CCCC1 the results were NCF1 inh -11, Mdm2 ligase inh -13, EBV gp42 inh -6, PPC-1+TRAIL kill 6, zfTRPN1 agonist 0.6, CHOP inhibitor 18, TNF death inh -1.1, TRPML3 agonist 0.4 and Runt-SMMHC FRET -1.
COc1cccc(-n2cn[nH]c2=S)c1 was read as NCF1 inh 6, Mdm2 ligase inh -14, EBV gp42 inh -12, PPC-1+TRAIL kill 8, zfTRPN1 agonist 0.1, CHOP inhibitor 8, TNF death inh 0.0, TRPML3 agonist -0.1 and Runt-SMMHC FRET 6.
Screening COc1ccc(N2C(=O)CC(Sc3n[nH]c(-c4cccc(C)c4)n3)C2=O)cc1 (centres undefined) returned NCF1 inh -15, Mdm2 ligase inh -9, EBV gp42 inh -25, PPC-1+TRAIL kill -2, zfTRPN1 agonist -2.1, CHOP inhibitor 2, TNF death inh -9.3, TRPML3 agonist -0.7 and Runt-SMMHC FRET 0.
Screening COc1ccc([C@@H]2C[C@H]3CN(c4ccccc4)C(=O)[C@]34CCCN24)c(OC)c1OC returned NCF1 inh -22, Mdm2 ligase inh 11, EBV gp42 inh -4, PPC-1+TRAIL kill 1, zfTRPN1 agonist -0.8, CHOP inhibitor 19, TNF death inh 1.5, TRPML3 agonist 0.8 and Runt-SMMHC FRET -6.
`CCS(=O)(=O)c1nc(S(=O)(=O)c2ccc(Cl)cc2)c(NCc2ccco2)s1` gave NCF1 inh -31, Mdm2 ligase inh -1, EBV gp42 inh -19, PPC-1+TRAIL kill 10, zfTRPN1 agonist 1.3, CHOP inhibitor -4, TNF death inh 0.9, TRPML3 agonist 0.3 and Runt-SMMHC FRET 0.
For COC(=O)c1ccc(NC(=S)NCCc2ccc(OC)cc2)cc1 the results were NCF1 inh -5, Mdm2 ligase inh -2, EBV gp42 inh 8, PPC-1+TRAIL kill 11, zfTRPN1 agonist 9.8, CHOP inhibitor -3, TNF death inh -0.3, TRPML3 agonist 5.4 and Runt-SMMHC FRET -3.
`O=C(NNC(=S)Nc1ccc(F)c(Cl)c1)C1CC1` gave Mdm2 ligase inh -2, EBV gp42 inh -6, PPC-1+TRAIL kill 12, zfTRPN1 agonist 0.3, CHOP inhibitor 15, TNF death inh 0.2, TRPML3 agonist 0.3 and Runt-SMMHC FRET 2.
`Cc1ccc(C)c2[nH]c(=O)c(CN(CC3CCCO3)C(=S)NCc3ccco3)cc12` (centres undefined) gave NCF1 inh -6, Mdm2 ligase inh -16, EBV gp42 inh 0, PPC-1+TRAIL kill -3, zfTRPN1 agonist 1.3, CHOP inhibitor 14, TNF death inh 0.2, TRPML3 agonist 0.1 and Runt-SMMHC FRET 0.
`Cc1c(C(=O)NCCCc2ccccc2)cccc1[N+](=O)[O-]` gave NCF1 inh -25, Mdm2 ligase inh -5, EBV gp42 inh -10, PPC-1+TRAIL kill -10, zfTRPN1 agonist 0.1, CHOP inhibitor 13, TNF death inh 3.0, TRPML3 agonist 0.0 and Runt-SMMHC FRET -2.
For CC1CCC(NC(=O)CN(C)S(=O)(=O)c2cnc[nH]2)CC1 (centres undefined) the results were NCF1 inh -4, Mdm2 ligase inh -6, EBV gp42 inh -7, PPC-1+TRAIL kill 10, zfTRPN1 agonist 0.1, CHOP inhibitor 7, TNF death inh 1.0, TRPML3 agonist -0.1 and Runt-SMMHC FRET 2.
`O=C(Cc1ccc(Cl)cc1)Nc1ccc(N2CCCC2)cc1` gave NCF1 inh -34, Mdm2 ligase inh -10, EBV gp42 inh -22, PPC-1+TRAIL kill 2, zfTRPN1 agonist -0.7, CHOP inhibitor 2, TNF death inh 1.0, TRPML3 agonist 0.8 and Runt-SMMHC FRET 4.
`COc1ccc(CNC(=O)NC2CCCCC2)cc1` gave NCF1 inh 5, Mdm2 ligase inh -19, EBV gp42 inh 4, PPC-1+TRAIL kill -2, zfTRPN1 agonist -0.8, CHOP inhibitor -7, TNF death inh 0.4, TRPML3 agonist -0.2 and Runt-SMMHC FRET 1.
`Cc1cc[n+](CC2OCc3ccccc3CO2)cc1` gave NCF1 inh -1, Mdm2 ligase inh -5, EBV gp42 inh -4, PPC-1+TRAIL kill -2, zfTRPN1 agonist -0.6, CHOP inhibitor 3, TNF death inh 0.2, TRPML3 agonist -0.3 and Runt-SMMHC FRET 0.
